Source: PubChem BioAssay (National Center for Advancing Translational Sciences (NCATS))
Pf Dd2 inh: qHTS Primary assay for Inhibitors of Plasmodium falciparum Dd2 growth in vitro. P. falciparum Dd2 growth, SYBR Green, 72 h. Potency, µM (doses to about 28.9 µM), for inactives: top-dose activity, negative = inhibition, actives largely listed as inhibitors. 120,000 compounds, 4.3% hits. AID 1347417, 2020; active means well fitted inhibition curve with a large enough effect; inconclusive means small, poorly fitted or top-dose-only effect; inactive means no such curve, though single readings can be large or run the other way;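 further: plate controls were DMSO vehicle for no effect and reference drug for full effect; nearly all actives have a fitted effect of over 65% in size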
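Readout: SYBR Green fluorescence, 485 nm excitation, 535 nm emission, after ~16 h lysis at 37C. Before that, Dd2-infected red cells (2.5% hematocrit) grew 72 h with compound, 29 uM top final concentration.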
Active calls of the source: *; i = inactive; ? = inconclusive; [ ] = another dose, or the depositor's remark. Potency means the concentration at half of the fitted maximal effect. Some of the compounds tested; the hit share may differ from the screen's.

SMILES	Pf Dd2 inh
COc1ccc(C2CC(=O)Nc3c2c(C)nn3-c2nc(C)cc(C)n2)c(OC)c1OC (stereo unspecified)	-53%[0.594 µM]
COc1ccc(-c2cc(C[C@@H]3CC[C@H](O)[C@@H](CNC(=O)Nc4ccccc4)O3)no2)cc1	i
CC(=O)Nc1ccc(C2(C(=O)NCc3ccc(N(C)C)cc3)CCCCC2)cc1	?
COCCNC(=O)N1[C@@H]2CC[C@H]1CC(NC(=O)c1ccc(F)cc1)C2 (stereo partly specified)	-9%
O=C(Cc1cccc(F)c1)N1CC2CC(C1)[C@H]1CCCC(=O)N1C2 (stereo partly specified)	-5%
CC(C)NC(=O)Cn1c(=O)nc(-c2ccccc2F)c2cc(Cl)ccc21	i
Cc1nn2c(c1-c1ccccc1OCc1ccccc1)N(C(=O)CN1CCOCC1)CCC2	i
Cc1cccc(Oc2nc3c(C)cccn3c(=O)c2/C=C(\C#N)c2nc3ccccc3s2)c1	?
Cc1nn(C(=O)CCC(=O)N2CCC(C)(c3noc(C4CC4)n3)CC2)c2ccccc12	2%
O=C(CSc1nc2c([nH]c3ccccc32)c(=O)n1-c1ccc(Cl)cc1)N1CCc2ccccc21	61%[activator]
Cc1nc(-c2cn(C3CCCN(C(=O)c4ccc(C(C)(C)C)cc4)C3)nn2)no1 (stereo unspecified)	?
CCCSc1ncc(Cl)c(C(=O)Nc2sc3c(c2C(=O)NCCOC)CCCC3)n1	-14%
COc1ccc(-c2ccc(=O)n3c2[C@@H]2C[C@@H](CN(C(=O)C(C)(C)C)C2)C3)cc1	9%[44.1 µM]
CCCCCNC(=O)CCn1c(=O)[nH]c2ccccc2c1=O	?
O=C(Nc1ccc(F)cc1)c1cccn1-c1nnc(N2CCCCC2)s1	26%
Fc1ccc2oc([C@H]3CCN(Cc4ccc(F)c(F)c4)C3)nc2c1	?
COc1cccc(NC(=O)Cn2c(=O)n(CCc3ccccc3)c(=O)c3c4c(sc32)CN(C(C)=O)CC4)c1	?
Cc1nn2c(c1-c1ccccc1Oc1ccccc1)N(CC1CC1)CCC2	i
Cc1cccc(S(=O)(=O)N2C[C@@H](F)C[C@H]2C(=O)N2CCc3ccccc3C2)c1	13%
Cc1ccc2ncc(C(=O)NC(C)c3ccccc3)c(=O)n2c1 (stereo unspecified)	1%
CCCNC(=O)Cn1ncc2c3ccccc3n(CCC)c2c1=O	30%[activator]
O=C(NCCCN1CCN(c2ccccc2)CC1)c1nnc(Cc2c(F)cccc2Cl)o1	?
O=C(NC1CC1)c1ccc(Cn2c(SCc3ccccc3F)nc3cccnc32)cc1	-4%
CCOC(=O)N1CCN(c2ncc3c(n2)CC(c2ccc(Cl)cc2)CC3=O)CC1 (stereo unspecified)	i
COc1cccc(NC(=O)CSc2nccn2Cc2ccc3c(c2)OCO3)c1	18%
CC(C)CNc1ccc2c(n1)C(C)(C(=O)NC(C)C)CN(Cc1ccccc1)C2 (stereo unspecified)	?
O=C(NC1CCCC1)N1CCC(OC2CCN(Cc3ccccc3)CC2)CC1	-26%
CCS(=O)(=O)N1CCCN(S(=O)(=O)c2ccccc2)CCC(=O)NCC1	-11%
CCOc1ccc(OCC)c(NC(=O)C2CCCN(S(=O)(=O)c3ccc(C)cc3)C2)c1 (stereo unspecified)	i
COc1cccc(NC(=O)c2cnc3c(c2)N(Cc2ccccc2)CCC3)c1	-11%[44.1 µM]
Cc1cnc(C2CCOCC2)n1C1CCCN(C(=O)c2cn(C)cn2)C1 (stereo unspecified)	11%
CCc1cc(=O)n(CC(=O)Nc2ccc3c(c2)OCO3)c(-c2cccc(F)c2)n1	i
COc1ccc(CN2CCC3(Cc4ccccc4CNC3=O)C2)c(O)c1 (stereo unspecified)	?
COc1ccc(OCC2(C)COc3ccc(C(=O)NCC(C)C)cc3N2)cc1 (stereo unspecified)	-3%[44.1 µM]
Cc1ccc(Cn2ccnc2SCC(=O)NCc2ccccc2Cl)cc1	42%[activator]
Cc1c(CCC(=O)N2CCCCC2)c(=O)oc2cc3occ(C(C)(C)C)c3cc12	i
COc1ccc(NC(=O)CCc2nc(C3=CCN(Cc4cccc(Cl)c4)CC3)no2)cc1OC	?
Cc1ccc(NS(=O)(=O)c2c(C)nc3sc(C)cn3c2=O)c(C)c1	-12%
Cc1noc(C)c1-c1cc2cc(C(C)C)oc2c(-c2ccnn2C)n1	?
COc1cccc(CN2CCCC(c3nc(-c4cccnc4)no3)CCNC(=O)CC2)c1OC (stereo unspecified)	?
CN(C(=O)CSc1nnc(-c2ccc([N+](=O)[O-])cc2)o1)c1ccccc1	2%
COc1cccc(CN2CCc3nc(C(C)C)nc(-c4ccc(O)cc4)c3CC2)c1	?
O=C(NC1CCCN(c2cc(-c3ccc(Cl)cc3)[nH]n2)C1)c1ccncc1 (stereo unspecified)	-10%
Cc1nc(C2CCCC2)cc([C@H]2CN3CC[C@H]2C[C@@H]3CNC(=O)c2ccco2)n1	i
CCOC(=O)c1c(C)sc(-c2c(-c3ccc4c(c3)OCCO4)[nH]c3c2c(=O)[nH]c(=O)n3C)c1O	?

Rewritten in CSV form: entries from further up
SMILES,Pf Dd2 inh
COc1cccc(CN2CCc3nc(C(C)C)nc(-c4ccc(O)cc4)c3CC2)c1,?
O=C(NC1CCCN(c2cc(-c3ccc(Cl)cc3)[nH]n2)C1)c1ccncc1 (stereo unspecified),-10%
Cc1nc(C2CCCC2)cc([C@H]2CN3CC[C@H]2C[C@@H]3CNC(=O)c2ccco2)n1,i

Next part:
SMILES	Pf Dd2 inh
COCC1CN(C(C)=O)CC12CCN(C(=O)CCc1cccc(OC)c1)CC2 (stereo unspecified)	-24%
CNC(c1ccccc1)c1ccccc1	?
COc1cc(N2C(=O)CSC23C(=O)N(Cc2ccc(C)cc2)c2ccccc23)cc(OC)c1OC (stereo unspecified)	-18%
CCOc1ccc(CCNC(=O)c2nnc(Cc3cc(OC)c(OC)c(OC)c3)o2)cc1OCC	-25%
O=C([C@@H]1C[C@H](F)CN1S(=O)(=O)c1ccc(F)c(F)c1)N1CCCCC1	-16%
COCCC1(NC(=O)C2CC2)CCN(S(C)(=O)=O)CC1	23%
COc1ccccc1N1CCN(CC[C@H]2CN(C(=O)NC(C)C)CC[C@H]2CC(=O)O)CC1	3%
COC(=O)c1cc(N2CCC(C(C)N3CCN(C)CC3)CC2)ncn1 (stereo unspecified)	-2%
CC(C)C(=O)Nc1ccc(C2(C(=O)NCc3cccnc3)CCCCC2)cc1	-5%
O=C(c1ccccc1)N1CCc2sc(C(=O)N3CCN(c4ccccn4)CC3)cc2C1	?
CC(C)c1ccc(NC(=O)CN2C(=O)COc3ccc(S(=O)(=O)N4CCCCCC4)cc32)cc1	i
COc1cccc(-c2ccc(NC(=O)C3CCCN(C(=O)CC(F)(F)F)C3)cc2)c1 (stereo unspecified)	?
COc1ccc(NC(=O)CSc2nc3nc(C)cc(C)n3n2)cc1OC	-1%
Cc1cnc(C(=O)N[C@@H]2CCC[C@@H]2C(=O)N2CCC(Cc3ccccc3)CC2)cn1	?
CC(=O)N1Cc2ccccc2CC2(CCN(C)CC2)C1	-21%[44.1 µM]
Cc1nnc([C@@H]2CC(F)(F)CN2S(=O)(=O)c2cccc(F)c2)o1	35%
CCCS(=O)(=O)N1CCC(N2CC(OC)C23CCOCC3)CC1 (stereo unspecified)	i
CN(C)c1ccc(CNS(=O)(=O)c2ccc(-c3cc(C(F)(F)F)on3)s2)cc1	47%[activator]
Cc1cc(C)c(C(=O)N(CC2CCN(C3Cc4ccccc4C3)CC2)CC2CCCO2)o1 (stereo unspecified)	i
COCC(=O)N1CCN2C(=O)c3cc(-c4ccc(OC)cc4)ccc3NC(=O)[C@H]2C1	?
O=c1[nH]c2ccc(NCc3ccc(-c4cccc(Cl)c4)o3)cc2[nH]1	?
CCc1ccccc1S(=O)(=O)N1CCC(N(C(=O)COC)C2CCOCC2)CC1	-20%
O=C1CC(c2ccccc2)N(C(=O)CNC(=O)c2cccnc2)CCCCCN1 (stereo unspecified)	-8%
Cc1c(Cl)cccc1NC(=O)c1ccc2nc(C(C)C)oc2c1	i
O=C(NCc1nnc2ccc(-c3ccccc3)nn12)c1ccc(F)c(F)c1	i
C=CCCC(CN1CCCC1)Oc1ccc(C(=O)N2CCCC2)cn1 (stereo unspecified)	?
COc1ccc(NC(=O)C2CCN(c3nc(-c4ccc(OC)c(OC)c4)no3)CC2)cc1Cl	24%
Cc1nnc([C@@H]2CC(F)(F)CN2C(=O)c2nccc3ccccc23)o1	26%
CCOC(=O)CCNC(=O)N1CCC(N2C(=O)C3(CCCC3)C2c2scnc2C)CC1 (stereo unspecified)	-12%
Cc1nc(N2CCCC2)c2c(C(=O)N3CCN(c4cc(Cl)ccc4C)CC3)c(C)oc2n1	13µM*

Another view of 4 compounds above.
Structure,Pf Dd2 inh
O=C1CC(c2ccccc2)N(C(=O)CNC(=O)c2cccnc2)CCCCCN1 (stereo unspecified),-8%
Cc1c(Cl)cccc1NC(=O)c1ccc2nc(C(C)C)oc2c1,i
O=C(NCc1nnc2ccc(-c3ccccc3)nn12)c1ccc(F)c(F)c1,i
C=CCCC(CN1CCCC1)Oc1ccc(C(=O)N2CCCC2)cn1 (stereo unspecified),?

(more compounds)
SMILES	Pf Dd2 inh
COC(=O)CNC(=O)c1nc(-c2ccc(F)cc2)c2ccccn12	-12%[44.1 µM]
CN1C(=O)CCC2(CNC(=O)c3nccn3C)CCC=C12 (stereo unspecified)	-3%
O=C(Cc1cccc(Cl)c1)N1[C@H]2CC[C@@H]1c1cnc(-c3ccccc3)nc1C2	?
Cc1oc2ncn(C)c(=O)c2c1C(=O)NCCCN(Cc1ccccc1)C(C)C	23%
O=C(c1cc(Br)cn2ccnc12)N1CCC(N2CCCNC2=O)CC1	-6%
CN(C(=O)c1ccc2nc(-c3ccc(F)cc3)cn2c1)C1CCOCC1	-6%
CC(=O)N1CCc2[nH]cnc2C12CCN(C(=O)Cn1nccc1C)CC2	26%
Cc1cc(C)nc(NS(=O)(=O)c2ccc(NC(=O)c3cc(=O)c4ccc(C)c(C)c4o3)cc2)n1	9%
CC(C)NC(=O)NC1CC2(CCN(C(=O)CCC(=O)O)CC2)c2ccccc21 (stereo unspecified)	6%
Cc1ccc2nc(SCCC(=O)N[C@@H]3C[C@@H]4OCC[C@@H]43)cc(C)c2c1	?
CCN(Cc1ccccc1)C(=O)c1nn(-c2ccc(OC)cc2)c(=O)c2c1c1ccccc1n2C	?
CSC1=NC2(CCN(C(=O)NC3CCCCC3)CC2)N=C1c1ccc(C)cc1	?
C#CCNC(=O)[C@H]1O[C@H](CCN2CCN(Cc3ccccc3)CC2)CC[C@@H]1O	i
CC(=O)NC[C@H]1O[C@@H](CC(=O)N(C)Cc2ccccc2)[C@H](O)[C@@H]1O	-1%[44.1 µM]
O=C(Cc1ccc2c(c1)OCC2)Nc1ccc2c(c1)C(=O)N1CCC[C@H]1C(=O)N2	-18%

Reprinted from the part before: 7 compounds, then new ones.
SMILES	Pf Dd2 inh
CC(C)NC(=O)NC1CC2(CCN(C(=O)CCC(=O)O)CC2)c2ccccc21 (stereo unspecified)	6%
Cc1ccc2nc(SCCC(=O)N[C@@H]3C[C@@H]4OCC[C@@H]43)cc(C)c2c1	?
CCN(Cc1ccccc1)C(=O)c1nn(-c2ccc(OC)cc2)c(=O)c2c1c1ccccc1n2C	?
CSC1=NC2(CCN(C(=O)NC3CCCCC3)CC2)N=C1c1ccc(C)cc1	?
C#CCNC(=O)[C@H]1O[C@H](CCN2CCN(Cc3ccccc3)CC2)CC[C@@H]1O	i
CC(=O)NC[C@H]1O[C@@H](CC(=O)N(C)Cc2ccccc2)[C@H](O)[C@@H]1O	-1%[44.1 µM]
O=C(Cc1ccc2c(c1)OCC2)Nc1ccc2c(c1)C(=O)N1CCC[C@H]1C(=O)N2	-18%
CC(C)c1noc(C2CCCN(C(=O)c3ccc4cccc(F)c4n3)C2)n1 (stereo unspecified)	-2%
N#CC1=C(N)N(c2cccc(Cl)c2)C2=C(C(=O)CCC2)C1c1cc(CN2CCOCC2)cs1 (stereo unspecified)	10µM*
O=C(NCc1nnc2ccc(-c3ccc(Cl)cc3)nn12)c1cc(F)ccc1Cl	-18%
CCCc1ccc(S(=O)(=O)N2CCC(Oc3ccc(-n4cnnn4)cc3)CC2)cc1	-25%
CCC(C(=O)NC1CCN(c2cnn(C)c(=O)c2)CC1)c1ccccc1 (stereo unspecified)	-1%
COC(=O)C[C@@H]1CCN(C(=O)COc2ccccc2)C[C@@H]1CC1=NCCc2cc(OC)c(OC)cc21	i
Cc1ccc2c(=O)cc(C(=O)Nc3ccc(S(=O)(=O)Nc4ncccn4)cc3)oc2c1C	21%
Cc1ccc2c(c1)c1c(c(=O)n(-c3cccc(Cl)c3)c(=O)n1CC(N)=O)n2C	20%
Cc1ccc(CNC(=O)CS(=O)(=O)c2cccc3nsnc23)cc1	-35%
CC(C)NC(=O)c1nc(C(C)(C)C)c2cnccn12	?
COc1ccccc1N1CCN(CCCNC(=O)c2nnc(Cc3c(F)cccc3Cl)o2)CC1	?
CCCn1c2ccc(F)cc2c2nnc(SCCN3CCCCC3)nc21	7.9µM*
O=C(CN1C(=O)NC2(CCCCC2)C1=O)Nc1ccc(F)c(Cl)c1	8%
COc1ccc(C(=O)N[C@H]2[C@H](O)[C@H](O)C[C@@H]2c2ccc(C(F)(F)F)cc2)cc1OC	?
O=C(NCCn1ccnc1-c1cc2n(n1)CCCNC2)c1ccncc1	?
Cc1cc(C[C@@H]2COC[C@@H]2NC(=O)c2ccc(-n3cnnc3)cc2)on1	5%
CCOc1ccc(NC(=O)c2cn3c4c(ccc(Cl)c4c2=O)OC(C)C3)cc1 (stereo unspecified)	-6%
COc1ccccc1CN1CC[C@H](c2nc3ccc(C(F)(F)F)cc3[nH]2)C1	8.9µM*
